Screens deposited in PubChem by several laboratories.
RmlCD inh mix = inhibitors of RmlC and RmlD coupled enzymes. RmlC/RmlD coupled enzyme inhibition, 384-well mixture HTS. AID 1532. 110,000 tested, 0.39% active. inhibition, % at 5.5 µM; in the data active = inhibition above about 30%, passing the limit was not always enough; inconclusive = no clear call, values can overlap the other calls; note: strong numbers were not always called active
RT RNaseH block = blocks HIV-1 RNase H cleavage of RNA/DNA duplex; P04585; RT-RNase H RNA/DNA duplex cleavage, fluorescence; inhibition, % at 10 µM; 65,000 tested, 1.9% active; AID 565; in the data active = inhibition above about 50%
Numbers without * were called inactive; ? = inconclusive; nt = not tested or not shown. Only part of the results is shown; the hit share may differ from the screen's.

#	canonical_smiles	RmlCD inh mix	RT RNaseH block
1	C[C@@]12CC(=O)NC1N(C(=O)c1ccccc1)C(c1ccccc1OC(=O)c1ccccc1)C2 (some centres undefined)	-5	nt
2	CC(C)Nc1nc2n(c(=O)n1)CCN2C(C)C	10	-13
3	CC(C)Oc1ccc(OCCCN2CCCCCC2)cc1	16	nt
4	CCOC(=O)N1CCN(C(=O)CN(c2cccc(C(F)(F)F)c2)S(=O)(=O)c2ccccc2)CC1	-9	6
5	O=C(C1CC1)N1CCN(C(c2ccccc2)c2ccccc2)CC1	4	nt
6	Cc1nn(Cc2ccccc2Cl)c(C)c1C(=O)NC1=NCCS1	-12	-19
7	O=C(O)C[C@H]1c2ccc(C(F)(F)F)cc2S(=O)(=O)N1Cc1ccccc1	-33	nt
8	CC(=O)N1CCCc2cc(S(=O)(=O)N3CCN(C4CCCCC4)CC3)ccc21	5	-9
9	Cn1ccnc1Sc1ccc(/C=N/NC(=O)c2ccccc2[N+](=O)[O-])cc1[N+](=O)[O-]	-9	nt
10	COc1ccc2c(c1OC)C(=O)N(c1ccc(C)c(C)c1)C2=O	-9	nt
11	CCn1c(SCc2ccc(Cl)cc2)nnc1-c1ccccc1	-8	nt
12	CCOP(=O)(c1ccccc1)c1nc(-c2ccccc2Cl)oc1N1CCCCC1 (centres undefined)	4	nt
13	CCOC(=O)C(NC(=O)NC1CCCCC1)(c1ccccc1)C(F)(F)F (centres undefined)	2	nt
14	CCc1nnc(NC(=O)CSc2nnc3c4ccccc4n(C)c3n2)s1	nt	-7
15	CC(c1cc2ccccc2s1)N(O)C(N)=O (centres undefined)	-12	nt
16	CCC(=O)Nc1cccc2c1C(=O)N(C)C2=O	7	nt
17	Cc1nc(=O)c(-c2ccccc2)c(C)n1CCCCCC(=O)O	9	nt
18	Cc1ccccc1C(C(=O)NCc1ccco1)N(CC1CCCO1)C(=O)Cn1nnc2ccccc21 (centres undefined)	9	-4
19	COc1ccc(Oc2coc3c(CN4CCOCC4)c(O)ccc3c2=O)cc1	12	nt
20	Cc1cccc(Nc2nc(NCc3ccco3)nc(N3CCOCC3)n2)c1	5	-18
21	Cc1ccc(S(=O)(=O)C(C)C(=O)c2ccc3c(c2)OCCO3)cc1 (centres undefined)	-3	nt
22	Cc1ccc(-c2nc3cccnc3s2)cc1NS(=O)(=O)c1cccs1	-2	nt
23	COc1ccccc1N1CCN(C(=O)c2cc(-c3cccc(Cl)c3)on2)CC1	9	-11
24	CCOC(=O)c1sc2ncnc(OC)c2c1C	-9	-12
25	CCOC(=O)C1=C(C)NC(C)=C(C(=O)OCC)C1C(=O)OCC(=O)NC(C)C	0	nt
26	COc1cnc(N(C)C)nc1Sc1cccc(Cl)c1	-46	nt
27	O=C1NC(c2ccccc2)=C(c2ccc3ccccc3n2)C(c2ccncc2)N1 (centres undefined)	8	nt
28	Cc1nnc(SCC(=O)NC(C)(C)C)n1CCc1ccccc1	-1	3
29	COC(=O)C(Cc1cnc(Cl)s1)(C(=O)OC)c1ccc([N+](=O)[O-])cc1[N+](=O)[O-]	-7	nt
30	O=C(CN1C(=O)NC2(CCCCC2)C1=O)Nc1ccc(S(=O)(=O)N2CCOCC2)cc1	-7	0
31	C[N+]1(C)[C@@H]2CC(OC(=O)[C@H](CO)c3ccccc3)C[C@H]1[C@@H]1O[C@@H]12 (some centres undefined)	2	-17
32	O=c1cccc2n1CC1CC2CN(Cc2ccc3c(c2)OCO3)C1 (centres undefined)	8	-9
33	COc1cc(F)c(C(=O)NC(C)(C)CO)cc1OC	-13	nt
34	N#CC(=C=[N-])C1=C(C#N)C(c2ccccc2F)C([n+]2ccccc2)C(O)(C2CC2)N1 (centres undefined)	-7	nt
35	CCCCNC(=O)C1CC(c2ccccc2[N+](=O)[O-])=NO1 (centres undefined)	-79	nt
36	CN(C)c1nc(OCCOC(=O)Nc2ccc(Cl)cc2Cl)nc(N(C)C)n1	6	-57
37	Cc1ccc(C(C)C)c(OCC(=O)OCc2c(C)noc2C)c1	-8	-21
38	O=C(O)c1cccc(NS(=O)(=O)c2cccc3nsnc23)c1	9	nt
39	CC(C)C(=O)c1cn(Cc2ccccc2C#N)c2ccccc12	-11	-6
40	Clc1cccc(Nc2ncnc3ccc(Br)cc23)c1	-16	nt
41	Nc1c(C(=O)NC2CCCC2)sc2nc(-c3cccs3)ccc12	-24	-4
42	COCCCN(Cc1ccccn1)S(=O)(=O)Cc1ccccc1	5	-3
43	COc1cc(OC)c2ccc(=O)oc2c1C(CC(=O)N1CCOCC1)c1ccc2c(c1)OCO2 (centres undefined)	0	nt
44	COc1ccc(-c2nn3c(-c4ccccc4)nnc3s2)cc1	-9	-24
45	c1ccc(-n2ncc3c(NCc4cccnc4)ncnc32)cc1	-8	-3
46	O=C(NCCc1ccccc1)C(=O)c1c(-c2ccccc2)[nH]c2ccccc12	10	nt
47	CC(=O)Nc1cc(C(=O)OCC(=O)c2ccc(Cl)cc2Cl)ccc1C	-9	nt
48	CCOC(=O)c1c(C)cc(=O)oc1C	-9	nt
49	C=CCN1C(=O)C2(C(C(=O)OCC)=C(N)Oc3ccccc32)c2c1c1ccccc1oc2=O (centres undefined)	-14	7
50	CCOCN(C(=O)Cn1c(CO)nc2ccccc21)c1c(C)cccc1CC	8	3

Following part:
#	canonical_smiles	RmlCD inh mix	RT RNaseH block
51	O=C(NC1(C(=O)NC2CCCCC2)CCCCC1)c1ccc2c(c1)OCO2	-12	3
52	Cc1c(CN2CCN(c3cccc(C(F)(F)F)c3)CC2)c(=O)n(-c2ccccc2)n1C	8	-4
53	Cc1cccc(OCC(=O)NNC(=O)c2cc3ccccc3oc2=O)c1	?	nt
54	CCCCN(CCCNC(=O)c1c(C)cc(=O)oc1C)c1ccccc1	21	-2
55	Cc1nn(-c2cccc(Cl)c2)c2c1C(c1cccnc1)C(C#N)=C(N)O2 (centres undefined)	-5	23
56	Cc1cccn2cc(-c3ccccc3)nc12	-5	-5
57	COC(=O)CNC(=O)C1CCCN1C(=O)OC(C)(C)C (centres undefined)	-10	-5
58	CCC(CC)N1CCN(C(=O)Cc2ccccc2)CC1	15	nt
59	Cc1ccc(-n2ncc3c(N4CCC(C(N)=O)CC4)ncnc32)c(C)c1	-7	5
60	COC(=O)c1cc(C(=O)CSc2nc(C)cc(C)n2)ccc1O	8	-15
61	Cc1ccc(C)n1-c1ccc(-c2nnc3n2CCCCC3)s1	nt	7
62	O=C(Nc1ccc(Cl)cc1)c1ccncc1	6	0
63	COC(=O)CNS(=O)(=O)c1ccc(C)cc1	11	nt
64	OC(Cn1cccn1)c1ccccc1 (centres undefined)	?	-9
65	Cc1cc2c(c(=O)o1)C(C1C=CCCC1)C(C#N)=C(N)O2 (centres undefined)	3	nt
66	O=C(c1cc(C2CC2)nc2ccccc12)N1N=C(C(F)F)CC1(O)C(F)F (centres undefined)	6	nt
67	O=S(=O)(c1ccc(Br)cc1)N1CCN(c2ccc3nnc(-c4ccccc4)n3n2)CC1	6	nt
68	C=C(C)c1cccc(C(C)(C)NC(=O)N2CCN(CC)CC2)c1	8	-1
69	COc1ccc(NC(=O)CN2CCN(CC(=O)Nc3ccc(OC)c(OC)c3)CC2)cc1	-13	-1
70	CC(/C=N/NC(=O)c1cccnc1)=C\c1ccco1	-2	nt
71	Cc1ccc(C(=O)OCC(=O)Nc2sccc2C(N)=O)cc1NC(=O)c1ccco1	6	nt
72	O=C(c1nc2nc(-c3ccc(Cl)cc3)cc(C(F)(F)F)n2n1)N1CCOCC1	4	-7
73	CCC12CN3CCN(CC(C3)/C1=N\O)C2	-7	-9
74	COc1cc(OC)cc(C(=O)N2CCN(C(=O)c3ccc(OC)c(OC)c3)CC2)c1	nt	-4
75	CCN(CC(=O)Nc1ccc([N+](=O)[O-])cc1OC)c1ccccc1	-1	nt
76	O=C(CN1CCN(CCC(=O)Nc2ccccc2F)CC1)Nc1ccc(F)cc1	4	-12
77	COc1ccc(NC(=S)Nc2ccc(OCc3ccccc3)cc2)cc1OC	-14	nt
78	CCCC(=O)Nc1ccc(C(=O)NNC(=O)c2ccccc2Br)cc1	-18	nt
79	Cc1ccccc1N1C(=O)CC(N(O)c2ccccc2)C1=O (centres undefined)	2	-4
80	COc1ccc(-c2noc(CSc3ccc(C)cc3)n2)cc1	8	nt
81	CCCCCCOc1ccc(OC(=O)c2cccnc2)cc1	-14	nt
82	O=C(CCc1ccccc1)Nc1ccc(NC(=O)c2ccco2)cc1	3	-10
83	N#CC(=C1CCCC1)c1nc(-c2cc3ccccc3oc2=O)cs1	-119	nt
84	O=C(O)COc1ccc(NC(=O)c2ccco2)cc1	-10	nt
85	COc1ccc(NC(=O)CSc2nc(O)cc(=O)n2-c2ccccc2OC)cc1	-4	-5
86	CC(C)NCC(O)c1ccc(NS(C)(=O)=O)cc1 (centres undefined)	3	nt
87	CCN1CCCC1CNC(=O)CCc1nc(-c2ccc(C)cc2)no1 (centres undefined)	14	-6
88	COC(=O)C(C)Oc1ccc2c(-c3cccc([N+](=O)[O-])c3)cc(=O)oc2c1 (centres undefined)	10	nt
89	O=C(COC(=O)CCNS(=O)(=O)c1ccc(Cl)cc1)NCc1ccco1	nt	-11
90	CCc1ccc2[nH]c(=O)c(CN(CCO)C(=O)NCc3ccccc3)cc2c1	9	2
91	Cc1ccc(N2CSC3=C(C#N)C(c4cccs4)CC(=O)N3C2)cc1 (centres undefined)	6	nt
92	COc1ccc(OC)c(S(=O)(=O)N2Cc3ccccc3CC2C(=O)Nc2nccs2)c1 (centres undefined)	-1	1
93	Cc1ccc2oc(C(Cl)(Cl)Cl)cc(=O)c2c1	7	nt
94	COc1cccc(C(C#N)N2CCOCC2)c1 (centres undefined)	1	nt
95	CCOc1ccc2[nH]cc(S(=O)(=O)c3ccc(C)cc3)c(=O)c2c1	-14	nt
96	CSc1n[nH]c(-c2sccc2OCc2ccc(C)cc2)n1	12	nt
97	Cc1cc(=O)oc2cc(OC(C)C)ccc12	4	-17
98	CCCCNC(=O)OC(C)CNC(=O)OC (centres undefined)	-7	nt
99	Cc1ccc(OCCCn2c(=O)sc3ccccc32)cc1	-4	nt
100	COc1ccc(NC(=O)C2CCC(CNc3c(N4CCCCC4)c(=O)c3=O)CC2)cc1OC (centres undefined)	2	nt

The list continues:
#	canonical_smiles	RmlCD inh mix	RT RNaseH block
101	COc1ccc2c(C(=O)CN3CCN(CCO)CC3)c[nH]c2c1	-14	2
102	c1ccc(CN2CCN(c3ncccn3)CC2)nc1	nt	3
103	COc1ccccc1-c1nnc(SCC(=O)NC2CCCCC2)o1	-6	-1
104	Cc1ccc(S(=O)(=O)N2CCc3ccccc3C2CN2C(=O)c3ccccc3C2=O)cc1 (centres undefined)	-10	nt
105	Cc1cccc(NC(=O)N(Cc2cc3cc(C)cc(C)c3[nH]c2=O)CC2COCCO2)c1 (centres undefined)	3	nt
106	Cc1ccc(C(C(=O)NC2CCCC2)N2CCc3ccccc32)cc1 (centres undefined)	5	nt
107	CCCCCN=Cc1c(C)[nH]n(-c2nc3ccccc3s2)c1=O	-13	5
108	Cc1nc2cc(NC(=O)NCc3ccco3)ccc2n1C	-5	5
109	COc1ccc(Cl)cc1N(CC(=O)Nc1cccc(SC)c1)S(C)(=O)=O	11	nt
110	O=C(CSc1nc(O)cc(=O)[nH]1)N1CCCc2ccccc21	9	-5
111	Cn1c(=O)c2c(-c3ccccc3)n(Cc3ccccn3)cc2n(C)c1=O	1	17
112	COc1ccccc1N(CC(=O)Nc1ccccc1C(=O)NCC(C)C)S(C)(=O)=O	-13	-2
113	CCCn1nnc(NC(=O)c2ccccc2Cl)n1	0	-3
114	CCC(=O)Nc1ccc(NC(=O)CSc2nnnn2C(C)C)cc1	4	-7
115	O=C(c1ccccc1)N1CCN(C(=O)N2CCOCC2)CC1	-16	-3
116	CCNC(=O)Cn1c(=O)c2c(ncn2Cc2ccccc2)n(Cc2ccccc2)c1=O	-1	nt
117	CCOc1ccccc1OCC(=O)NC1CCCCC1	-11	nt
118	COc1ccc(-n2cc(-c3ccccc3)c3c(N4CCN(CCO)CC4)ncnc32)cc1	4	-76
119	COc1cc(CCC(=O)OCn2nnc3ccccc3c2=O)cc(OC)c1OC	-11	-3
120	C=CCSc1n[nH]c(-c2ccc(OCCC)cc2)n1	6	-13

4 entries from above in a different format.
114	CCC(=O)Nc1ccc(NC(=O)CSc2nnnn2C(C)C)cc1
  RmlCD inh mix = 4 | RT RNaseH block = -7

115	O=C(c1ccccc1)N1CCN(C(=O)N2CCOCC2)CC1
  RmlCD inh mix = -16 | RT RNaseH block = -3

116	CCNC(=O)Cn1c(=O)c2c(ncn2Cc2ccccc2)n(Cc2ccccc2)c1=O
  RmlCD inh mix = -1 | RT RNaseH block = nt

117	CCOc1ccccc1OCC(=O)NC1CCCCC1
  RmlCD inh mix = -11 | RT RNaseH block = nt

The list continues:
#	canonical_smiles	RmlCD inh mix	RT RNaseH block
121	CCOc1nc(-c2ccccc2)ccc1-c1noc(-c2ccco2)n1	-13	-13
122	CCN1CCN(C(=O)CS(=O)(=O)Cc2nc(-c3ccc(C)cc3)oc2C)CC1	-9	-35
123	CCCCn1nnnc1SCC(=O)Nc1ccc(N(C)C)cc1	6	nt
124	CCOc1ncccc1C(=O)Nc1ccc(-c2cn3ccsc3n2)cc1	18	2
125	C#CC(CC)(CC)NC(=O)c1c(C)noc1C	21	-4
126	O=C(CCCOc1ccccc1)n1nnc2ccccc21	7	-6
127	Cn1c(NCc2ccccc2O)nc2ccccc21	8	-5
128	O=C1CC(O)(C(F)(F)F)Oc2c1ccc1ccccc21 (centres undefined)	3	-39

4 compounds picked at random from those above, as already listed:
#	canonical_smiles	RmlCD inh mix	RT RNaseH block
125	C#CC(CC)(CC)NC(=O)c1c(C)noc1C	21	-4
122	CCN1CCN(C(=O)CS(=O)(=O)Cc2nc(-c3ccc(C)cc3)oc2C)CC1	-9	-35
128	O=C1CC(O)(C(F)(F)F)Oc2c1ccc1ccccc21 (centres undefined)	3	-39
127	Cn1c(NCc2ccccc2O)nc2ccccc21	8	-5
